EWS-Fli inh: inhibitors of EWS/Fli oncoprotein transcriptional activity; A673 NR0B1-luciferase reporter, viability-normalised; AID 651661; hit rate 0.67% among 350,000; inhibition, % at 12.6 µM;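 active = mean inhibition of at least 50% after viability correction, with every replicate also passing that limit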;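 also: firefly luciferase signal divided by Alamar Blue viability fluorescence both relative to DMSO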
PAX8 inh HTS: lowers PAX8-driven luciferase in RMG-I cells. hit rate 1.2% among 360,000. inhibition, % at 12.6 µM. RMG-I TPO-luciferase reporter, SteadyGlo, 24 h;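 active = mean replicate inhibition at least 60% with every replicate also reaching 60%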;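 also: luciferase light reporting Pax8 driven TPO promoter activity; plate controls were median of neutral control wells for no effect and mitoxantrone controls for full effect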
CASP6 VEID inh: blocks human caspase-6 cleavage activity; hit rate 0.53% among 350,000; inhibition, % at 12.5 µM; purified caspase-6, Z-VEID-R110 cleavage fluorescence; AID 686996;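 active = mean inhibition across replicates at least about 35%, with every replicate also reaching that limit, limit read from the data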;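 also: 0% = median of neutral control wells and 100% = no fluorescence left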
Target sequence (P55212 24-179 limits assumed): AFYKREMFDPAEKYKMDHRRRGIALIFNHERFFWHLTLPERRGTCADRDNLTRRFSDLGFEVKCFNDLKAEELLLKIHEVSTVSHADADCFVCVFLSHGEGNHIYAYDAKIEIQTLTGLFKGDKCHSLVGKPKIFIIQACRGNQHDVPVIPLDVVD
Target sequence (P55212 194-293 limits assumed): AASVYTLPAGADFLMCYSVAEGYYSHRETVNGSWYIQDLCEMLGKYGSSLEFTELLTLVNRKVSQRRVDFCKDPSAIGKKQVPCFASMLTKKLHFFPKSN
ARNT TACC3 PPI: disruptors of human ARNT/TACC3 interaction; Q9Y6A5; AlphaScreen His-ARNT PAS-B/GST-TACC3 binding, luminescence; TACC3 fragment carries E629A point mutation; inhibition, % at 9.99 µM; hit rate 0.66% among 390,000;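 active = mean inhibition of replicates at least 50% and at least half of replicates each reaching 50%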;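 also: 0% = complete ARNT plus TACC3 wells and 100% = ARNT alone without TACC3; many hits fall short of the cut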
DENV2 CPE: protects cells from dengue virus 2 cytopathic effect; hit rate 1.7% among 350,000; DENV2-infected cells, cytopathic effect rescue, plate reader; CPE inhibition, % at 9.99 µM; AID 651640; in the data active = CPE inhibition above about 20%, passing the limit was not always enough; tested in BHK-21 cells;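 also: 0% = median of neutral control wells and 100% = median of positive control wells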
LGR2 antag: blocks bursicon-induced cAMP signaling via Drosophila LGR2. inhibition, % at 9.99 µM. HEK293 LGR2, CRE-luciferase, bursicon-stimulated, 4 h. hit rate 0.35% among 380,000;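 active = drop in luminescence signal, shown as inhibition above about 50% in the replicate tests, limit read from the data, passing the limit was not always enough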;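 also: agonist challenge used bursicon conditioned medium at about half maximal strength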
SIRT5 block: sirtuin-5 (human) deacylase inhibition; Purified SirT5, succinyl-peptide AMC, trypsin-coupled fluorescence; Q9NXA8; hit rate 1.1% among 330,000; inhibition, % at 15 µM; in the data active = inhibition above about 15%
Target sequence (Q9NXA8 whole entry, looked up): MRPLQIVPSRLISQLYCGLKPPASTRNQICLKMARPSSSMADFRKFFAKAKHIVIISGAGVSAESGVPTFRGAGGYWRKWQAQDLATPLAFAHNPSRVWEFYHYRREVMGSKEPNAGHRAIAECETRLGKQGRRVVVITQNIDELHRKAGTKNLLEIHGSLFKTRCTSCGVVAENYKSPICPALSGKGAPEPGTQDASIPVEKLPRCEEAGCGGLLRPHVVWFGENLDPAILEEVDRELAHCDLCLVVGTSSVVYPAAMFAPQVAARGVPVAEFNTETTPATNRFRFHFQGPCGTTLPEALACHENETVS
The depositor's hits bear a star; / = not tested or not shown; & = joins results of further samples.

Values run as follows: EWS-Fli inh	PAX8 inh HTS	CASP6 VEID inh	ARNT TACC3 PPI	DENV2 CPE	LGR2 antag	SIRT5 block
CCOC(=O)C(C#N)(Cc1ccc2ccccc2n1)Cc1ccc2ccccc2n1
  -4.9	28.3	-3.4	-13.4	-0.5	19.7	/
COc1ccc(S(=O)(=O)Nc2cccc3c2O[C@H](CN(C)C)[C@@H](C)CN([C@@H](C)CO)C3=O)cc1
  8.7	-5.5	-1.1	-5.6	0.5	-9.9	3.7
COc1ccc(S(=O)(=O)N(C)C[C@H]2Oc3ccc(NC(=O)C4CC4)cc3C(=O)N([C@H](C)CO)C[C@@H]2C)cc1
  5.4&4.1	-1.7&8.2	0.5&-1.1	-7.1&-4.1	-6.4&-10.2	24.6&1.0	0.0
OCCC1CN(Cc2nc3ccccc3s2)CCN1CCc1ccccc1 (stereo unspecified)
  1.8	16.7	-3.6	-0.3	-3.4	13.7	-2.8
CC(=O)N[C@@H](C)C(=O)N1CCN(S(=O)(=O)c2ccc(Cl)cc2)CC1
  6.4	12.1	-2.7	-3.1	2.5	11.0	-5.4
COc1ccccc1CNC(=O)COC(=O)C1CCN(S(=O)(=O)c2ccccc2)CC1
  -0.7	-16.8	-4.7	-3.0	1.2	2.2	2.3
C[C@H]1CCCCO[C@H](CN(C)S(=O)(=O)c2cn(C)cn2)[C@@H](C)CN([C@@H](C)CO)C(=O)c2cc(NS(=O)(=O)c3cccs3)ccc2O1
  1.1	-8.1	0.0	-2.7	1.4	-2.9	-0.2
CCN(CCCNC(=O)CN(C)S(=O)(=O)c1ccc2c(c1)CCC(=O)N2)c1cccc(C)c1
  /	14.9	0.5	1.2	/	-1.4	2.6
COC(=O)CCc1n[nH]c(=O)[nH]c1=O
  -0.3	-2.8	-2.4	-14.8	-12.8	-26.3	-1.9
O=[N+]([O-])c1ccc(Cl)cc1NCC1CCCO1 (stereo unspecified)
  -5.6	-4.8	0.5	15.1	-2.0	-2.8	-0.1
Cc1nnc2n1N=C(c1ccc(OC(F)F)cc1)C(C)S2 (stereo unspecified)
  9.8	11.9	-2.0	7.7	6.6	-2.8	3.2
C/C=C/c1ccc(OCC(O)CN2CCCCCCC2)c(OC)c1 (stereo unspecified)
  -4.4	2.4	-11.2	6.0	4.6	1.7	-2.7
CCCNC(=O)C[C@H]1CC[C@@H]2[C@H](COc3ccc(NC(=O)NC(C)C)cc3C(=O)N2C)O1
  -6.0	4.0	/	/	/	9.8	-6.2
C[C@@H]1CN([C@H](C)CO)S(=O)(=O)c2ccc(C#CC3CC3)cc2O[C@H]1CN(C)C(=O)C1CCC1
  18.4	/	-1.9	5.4	2.1	11.3	-0.1
Cc1oc(-c2cccc3ccccc23)nc1CN1CCC[C@H]1CO
  0.2	-7.4	2.4	0.2	5.8	-13.6	0.1
O=C(NCc1ccccc1)C(C1CC1)n1c(-c2cccs2)nc2ccccc21 (stereo unspecified)
  -5.3	-18.4	-0.8	/	3.1	2.0	/
C=CCn1c(SCC(=O)NC2CC2)nnc1-c1ccccn1
  6.3	4.5	0.8	9.1	-1.4	2.6	-1.0
Cc1nc(NS(=O)(=O)c2ccccc2)sc1NC(=O)Nc1ccccc1
  14.3	5.7	1.0	6.4	-2.6	-15.5	-4.7
C[C@H]1CN([C@@H](C)CO)C(=O)c2cc(NC(=O)Nc3cccc4ccccc34)ccc2O[C@@H]1CN(C)Cc1ccccc1
  1.2	-4.2	0.1	-12.9	-11.0	5.2	1.4
COc1ccc(S(=O)(=O)Nc2cccc3c2O[C@@H](CN(C)S(=O)(=O)c2ccc(OC)cc2)[C@H](C)CN([C@@H](C)CO)C3=O)cc1
  -3.8	13.1	-3.1	/	-10.5	/	-2.2
O=C(NCC[C@@H]1CC[C@H](NC(=O)C2CC2)[C@H](CO)O1)Nc1ccc(C(F)(F)F)cc1
  -2.6	-15.3	0.8	3.2	3.6	6.5	-5.2
S=C(NCc1ccc(Cl)cc1)Nc1ccc(Cl)cc1Cl
  -9.9	5.5	-3.0	-3.4	/	-3.9	-0.2
COc1ccc(S(=O)(=O)Nc2ccc3c(c2)C(=O)N([C@@H](C)CO)C[C@H](C)[C@H](CN(C)Cc2ccc4c(c2)OCO4)OCCCC[C@H](C)O3)cc1
  3.2	26.2	0.6	2.5	-3.1	4.1	3.4
Cc1sc2nc(CSC(C)C(=O)N3CCOCC3)[nH]c(=O)c2c1C (stereo unspecified)
  /	/	-2.3	-3.9	3.5	-10.6	1.0
Cc1cc(O)cc(=O)n1-c1cccc(C(F)(F)F)c1
  -4.8	-6.9	-5.5	/	9.5	-1.0	/
CC(C)c1ccc(CNNC(=O)c2ccccc2)cc1
  -93.1	-171.2	-1.5	19.3	-3.3	-82.1	4.6
C[C@H]1CN([C@@H](C)CO)C(=O)c2cc(C#CCC3CCCC3)cnc2O[C@H]1CN(C)C(=O)CN(C)C
  -9.4	10.6	-39.5	-0.2	0.9	-1.3	-9.1
Cc1ccc(S(=O)(=O)N2CCC(C(=O)OCC(=O)N(C)C3CCCCC3)CC2)cc1C
  -0.9	-8.6	2.9	-4.1	2.2	3.1	-2.5
COc1cc(NC(=O)[C@@H](NC(=O)N2CCn3c2nc2ccccc23)C(C)C)cc(OC)c1
  -6.1	17.6	0.5	1.6	6.9	1.4	-1.8
COc1cccc(C(=O)N2CCCN(C)CC2)c1OC
  -6.7	0.5	-9.6	-4.2	4.9	8.8	-0.3

Molecules above containing fluorine:
Values run as follows: EWS-Fli inh	PAX8 inh HTS	CASP6 VEID inh	ARNT TACC3 PPI	DENV2 CPE	LGR2 antag	SIRT5 block
Cc1nnc2n1N=C(c1ccc(OC(F)F)cc1)C(C)S2 (stereo unspecified)
  9.8	11.9	-2.0	7.7	6.6	-2.8	3.2
O=C(NCC[C@@H]1CC[C@H](NC(=O)C2CC2)[C@H](CO)O1)Nc1ccc(C(F)(F)F)cc1
  -2.6	-15.3	0.8	3.2	3.6	6.5	-5.2
Cc1cc(O)cc(=O)n1-c1cccc(C(F)(F)F)c1
  -4.8	-6.9	-5.5	/	9.5	-1.0	/

Carrying on:
Values run as follows: EWS-Fli inh	PAX8 inh HTS	CASP6 VEID inh	ARNT TACC3 PPI	DENV2 CPE	LGR2 antag	SIRT5 block
CCOC(=O)c1[nH]c(C)c(CN(CCc2ccccc2)S(C)(=O)=O)c1C
  -2.5	-7.7	-2.7	/	3.7	-1.9	/
COc1ccc(S(=O)(=O)N2CCOCC2)cc1NC(=O)CNC(=O)c1cccs1
  -5.2	14.3	-0.1	/	-1.2	8.3	-5.5
C/C(Cc1ccccc1)=N\NC(=O)CNC(=O)Cc1ccc(Cl)cc1
  0.5	11.1	1.3	0.8	3.9	15.0	-2.4
CN1C(=O)c2cc(NS(=O)(=O)c3ccc(Cl)cc3)ccc2OC[C@@H]2O[C@H](CC(=O)N3CCc4ccccc4C3)CC[C@H]21
  17.6	38.1	-1.5	-11.3	39.9*	-4.0	5.6
COC(=O)c1ccc(NC(=O)c2cccc(NC(=O)c3ccco3)c2)cc1
  -22.7	-6.7	-0.4	-2.6	15.8	5.5	-2.5
COc1ccccc1CCC(=O)NNC(=O)c1ccc(Br)cc1
  -6.8	-10.6	0.6	-4.5	-0.6	-2.2	-4.3
C[C@H](NC(=O)c1ccc(Br)cc1)C(=O)NCc1ccc(S(N)(=O)=O)cc1
  -10.9	14.2	3.3	-8.5	4.6	-7.0	-1.5
N#C[C@@H]1[C@H](c2ccccc2-c2ccccc2F)[C@@H](CO)N1C(=O)C1CCC1
  6.8	/	-0.9	/	-0.9	-9.2	0.7
COc1ccc(S(=O)(=O)Nc2ccc3c(c2)C(=O)N([C@H](C)CO)C[C@@H](C)[C@@H](CN(C)Cc2ccccc2)OCCCC[C@@H](C)O3)cc1
  6.0	7.7	/	4.2	1.3	-1.3	/
CCOC(=O)/C(C#N)=C/c1c(Oc2cccc(C)c2)nc2ccccn2c1=O
  18.1	3.9	-0.8	-8.0	-1.0	0.0	-4.8
CCn1c(SCC(=O)N2CCCC2)nnc1-c1ccco1
  -16.0	1.7	-1.6	-6.5	-4.8	-17.6	-1.5
Cn1nc(C(=O)OCc2ccc(F)cc2)c2ccccc2c1=O
  -1.7	-5.3	0.5	-23.6	-1.3	/	1.9
COC(=O)c1cc(C(=O)Nc2ccc(S(N)(=O)=O)cc2)cc([N+](=O)[O-])c1
  8.1	13.4	3.8	2.5	3.2	14.4	-2.2
COc1ccc(S(=O)(=O)N(C)C[C@H]2OCCCC[C@H](C)Oc3ccc(NS(=O)(=O)c4ccc(Cl)cc4)cc3C(=O)N([C@H](C)CO)C[C@H]2C)cc1
  9.5	-0.6	0.8	/	20.9*	-3.6	22.1*
CNC(=O)C(=O)NCC(c1cccs1)S(=O)(=O)c1ccc(C)cc1 (stereo unspecified)
  -2.4	-2.5	-9.0	-11.6	5.8	-4.1	-0.8
CC1Cc2ccccc2N1C(=O)c1ccc(Br)o1 (stereo unspecified)
  -133.7	-218.9	0.2	-2.8	1.9	-50.5	/
Cc1ccc(S(=O)(=O)N2C[C@H]3C(=O)C[C@@H](c4ccccc4F)N(S(=O)(=O)c4ccc(C)cc4)[C@H]3C[C@H]2c2ccccc2F)cc1
  11.7	34.9	0.1	/	7.2	-7.5	1.7
CCOc1ccc(CN2CCNC(=O)C2CC(=O)N(C)Cc2nonc2C)cc1 (stereo unspecified)
  /	18.4	-1.1	-21.7	-4.1	7.1	0.4
Cc1c(C=N)c(O)n(C)c(=O)c1C#N
  0.6	-9.9	2.0	0.8	2.1	0.1	3.5
C[C@@H]1CCCCO[C@@H](CN(C)C(=O)Nc2cccc3ccccc23)[C@@H](C)CN([C@H](C)CO)C(=O)c2cc(NS(=O)(=O)c3ccc(Cl)cc3)ccc2O1
  11.2	-9.8	-0.2	0.6	5.4	-6.0	7.8
c1ccc(CNCc2ccco2)cc1
  -1.9	30.6	-1.6	-3.7	-1.3	5.9	7.5
CCCCN(C(=O)c1cnc(C)cn1)c1c(N)n(CCC)c(=O)[nH]c1=O
  0.0	-10.0	1.6	4.7	13.5	2.2	-1.9
COc1cccc(C2C([N+](=O)[O-])=C(N)Oc3cc(C)oc(=O)c32)c1 (stereo unspecified)
  10.9	13.0	0.4	-5.9	-1.9	26.8	-3.8
COc1ccc(-c2ccc3c(c2)[C@H]2[C@H](CCN2C(=O)Nc2ccccc2OC)[C@H](CO)N3C)cc1
  0.9	48.1	0.3	-10.6	-29.0	-15.5	4.7
COc1ccc(OCC(O)CNS(=O)(=O)c2cccs2)cc1 (stereo unspecified)
  0.1	11.4	1.9	-4.6	8.6	-10.6	-0.6
Cc1c(C(=O)NCCN(C)C)oc2ccc(S(=O)(=O)N3CCCC3)cc12
  -4.9	0.0	-12.1	8.0	10.5	-6.7	/
Cc1ccc(NC(=S)NNC(=S)Nc2ccc(C)cc2)cc1
  -7.1	-18.6	-0.4	-2.9	-0.6	-56.1	-2.0
CC(C)Oc1ccc(C(CCN)C2CCCCC2)cc1 (stereo unspecified)
  49.3	-5.8	0.9	10.8	1.5	-4.4	-1.8
C[C@H](CO)N1C[C@H](C)[C@H](CN(C)C(=O)Nc2ccc(F)cc2)Oc2cc(C#CC3(O)CCCC3)ccc2S1(=O)=O
  14.9	/	1.6	-5.7	13.8	-3.2	3.8
COC(=O)c1ccc(NC(=O)c2cccc(C)c2)cc1
  -3.4	-74.4	-0.3	-0.7	1.2	-0.5	0.8
COc1ccc(-c2cnc3c(c2)C(=O)N([C@H](C)CO)C[C@@H](C)[C@H](CN(C)C(=O)NC2CCCC2)O3)cc1
  -2.0	1.1	-3.8	-9.4	18.2	3.6	-1.7

Screens deposited in PubChem by Broad Institute.
